Screens: PubChem, National Center for Advancing Translational Sciences (NCATS)
ALOX12 inh: blocks human arachidonate 12S-lipoxygenase | P18054 | purified 12hLO, xylenol orange hydroperoxide absorbance | Potency, µM (highest dose often 108 µM), without a hit: top-dose activity change, negative = inhibition, hits mostly inhibitors | 1.1% of 580,000 active | AID 1671190; active = well fitted inhibition curve with a large enough effect; inconclusive = small, poorly fitted or top-dose-only effect, or another doubt; inactive = no such curve, though single readings can be large or run the other way
Target sequence (P18054 whole entry, looked up): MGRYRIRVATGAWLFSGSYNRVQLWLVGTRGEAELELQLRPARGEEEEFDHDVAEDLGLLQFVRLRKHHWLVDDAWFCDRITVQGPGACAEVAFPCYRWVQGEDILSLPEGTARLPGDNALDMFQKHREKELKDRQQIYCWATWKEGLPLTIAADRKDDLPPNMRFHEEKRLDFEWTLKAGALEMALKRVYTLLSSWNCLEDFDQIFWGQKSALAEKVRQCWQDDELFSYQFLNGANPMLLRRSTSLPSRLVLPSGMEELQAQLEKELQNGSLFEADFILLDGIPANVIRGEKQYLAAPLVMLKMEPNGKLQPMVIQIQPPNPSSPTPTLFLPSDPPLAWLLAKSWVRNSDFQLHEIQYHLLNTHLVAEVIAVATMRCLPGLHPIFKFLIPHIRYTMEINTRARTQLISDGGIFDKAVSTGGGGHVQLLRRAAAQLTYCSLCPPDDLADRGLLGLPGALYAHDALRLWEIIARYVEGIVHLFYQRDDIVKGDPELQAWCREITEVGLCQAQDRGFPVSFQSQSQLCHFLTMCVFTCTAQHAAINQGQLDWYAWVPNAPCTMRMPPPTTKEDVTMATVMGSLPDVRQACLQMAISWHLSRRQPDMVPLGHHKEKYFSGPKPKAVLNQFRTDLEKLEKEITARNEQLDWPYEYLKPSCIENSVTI
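Hydroperoxide product was detected by ferrous iron/xylenol orange as the 573 to 405 nm absorbance ratio. Arachidonic acid at 40 uM (final) was turned over for 30 min at room temperature by 150 nM human 12hLO, pH 7.0 Hepes buffer, after 15 min compound preincubation.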
* = called active by the depositor; ? = inconclusive; [ ] = dose if it differs, or a comment. % is set by controls: 0 for no effect and ±100 for the full control effect; potency is the fitted concentration of half-maximal effect.

ALOX12 inh	compound
14%	CN(CC1CCOC1)S(=O)(=O)c1ccc(Br)cc1 (stereo not drawn)
-28%	C#CCN1CCC(C(=O)NCC(c2ccccc2)c2ccccc2)CC1
29%	CCc1noc(-c2cccn3c(CNC(=O)Cc4ccccc4Cl)nnc23)n1
146%[activator]	O=C(NCc1nc(-c2cccc(F)c2)c(-c2ccccn2)[nH]1)N1CCCC1
2%[12.5 µM]	c1ccc(C2=NOC3(CCN(CC4CC4)CC3)C2)cc1
-8%	O=C(CCNc1c(-c2ccc(F)cc2)nc2cnccn12)Nc1ccc2c(c1)OCO2
?	COc1ccc(-n2nc(C)c([C@@H]3C=C[C@@H](NC(=S)NCC(C)C)C3)c2C)cc1
0%	NCCn1cc(C(=O)N2CCC(N3CCCC(C(=O)N4CCCC4)C3)CC2)nn1 (stereo not drawn)
-20%	CC(=O)N1CCN(C(=O)c2ncoc2C2CC2)CC(O)C1 (stereo not drawn)
19%	O=C(O)c1nn(CCOc2ccccc2)c(=O)c2ccccc12
-2%	COc1ccccc1C(=O)N1CCC2(CC1)COc1ccccc1NC2=O
?	CCCCn1cc(S(=O)(=O)c2ccc(CC)cc2)c(=O)c2cc(OCC)ccc21
50%	Cc1cc(=O)[nH]c(CCNc2nc(-c3ccncc3)nc3c2c(C)nn3C)n1
?	CN(Cc1ccccc1)c1nc2c(c(=O)n(Cc3ccccc3Cl)c(=O)n2C)n1C
-14%	Cc1oc(-c2ccccc2)nc1CC(=O)Nc1ccc(S(=O)(=O)N(C)C(C)C)cc1
?	O=C(c1ccc(F)cc1)N1CCC2(COc3ccncc3[S+](=O)([O-])N2)C1 (stereo not drawn)
86%[activator]	CCOC(=O)c1ccc(Oc2coc3cc(OCC=C(C)C)ccc3c2=O)cc1
1%	CC(=O)Nc1ccc(C2=NOC(C)(C)C(=O)N2Cc2cccc(C#N)c2)cc1
19%	COCCn1c(C)cnc1CCNC(=O)Cn1nc(C(F)(F)F)cc1C
8%[6.33 µM]	Cc1nn(-c2ccccc2)c(C)c1CN1CCCC12Cc1ccccc1CNC2=O (stereo not drawn)
-2%[12.5 µM]	COc1cccc(-c2ccc(C(=O)O)cc2)c1
-19%	N#CC1(NC(=O)CSc2ccccn2)CCCCCC1
3%[176 µM]	COCCOCC1(CNC(=O)c2cccnc2)C[C@@H](O)[C@@H](O)C1 (stereo partly drawn)
16%	Cc1ccc(C(=O)NC(C(=O)N2CCCC2)C2CCN(C(=O)CCc3ccccc3)CC2)cc1 (stereo not drawn)
-2%[176 µM]	CCOc1cc2c(cn1)NCCN(Cc1ccc3[nH]ccc3c1)C2
20%	COc1ccc(C2Cn3cnc(-c4nc(-c5ccc(OC)c(OC)c5)no4)c3CO2)cc1 (stereo not drawn)
7%	O=C(c1ccccc1F)N1CCCC(c2nn[nH]n2)C1 (stereo not drawn)
36%	COC(=O)c1cccc(NC(=O)N2CCc3[nH]cnc3C2c2ccc(F)c(Cl)c2)c1 (stereo not drawn)
68%[activator]	CCn1nccc1C(=O)N1CC(c2nc(CCOc3cccc(C)c3)no2)C1
1%	COc1ccc(CC(=O)NCc2cc(C)cc3c(C)c(C)[nH]c23)c(OC)c1

18 entries from above in a different format.
Compound	ALOX12 inh
O=C(NCc1nc(-c2cccc(F)c2)c(-c2ccccn2)[nH]1)N1CCCC1	146%[activator]
c1ccc(C2=NOC3(CCN(CC4CC4)CC3)C2)cc1	2%[12.5 µM]
O=C(CCNc1c(-c2ccc(F)cc2)nc2cnccn12)Nc1ccc2c(c1)OCO2	-8%
COc1ccc(-n2nc(C)c([C@@H]3C=C[C@@H](NC(=S)NCC(C)C)C3)c2C)cc1	?
NCCn1cc(C(=O)N2CCC(N3CCCC(C(=O)N4CCCC4)C3)CC2)nn1 (stereo not drawn)	0%
CC(=O)N1CCN(C(=O)c2ncoc2C2CC2)CC(O)C1 (stereo not drawn)	-20%
O=C(O)c1nn(CCOc2ccccc2)c(=O)c2ccccc12	19%
COc1ccccc1C(=O)N1CCC2(CC1)COc1ccccc1NC2=O	-2%
CCCCn1cc(S(=O)(=O)c2ccc(CC)cc2)c(=O)c2cc(OCC)ccc21	?
Cc1cc(=O)[nH]c(CCNc2nc(-c3ccncc3)nc3c2c(C)nn3C)n1	50%
CN(Cc1ccccc1)c1nc2c(c(=O)n(Cc3ccccc3Cl)c(=O)n2C)n1C	?
Cc1oc(-c2ccccc2)nc1CC(=O)Nc1ccc(S(=O)(=O)N(C)C(C)C)cc1	-14%
O=C(c1ccc(F)cc1)N1CCC2(COc3ccncc3[S+](=O)([O-])N2)C1 (stereo not drawn)	?
CCOC(=O)c1ccc(Oc2coc3cc(OCC=C(C)C)ccc3c2=O)cc1	86%[activator]
CC(=O)Nc1ccc(C2=NOC(C)(C)C(=O)N2Cc2cccc(C#N)c2)cc1	1%
COCCn1c(C)cnc1CCNC(=O)Cn1nc(C(F)(F)F)cc1C	19%
Cc1nn(-c2ccccc2)c(C)c1CN1CCCC12Cc1ccccc1CNC2=O (stereo not drawn)	8%[6.33 µM]
COc1cccc(-c2ccc(C(=O)O)cc2)c1	-2%[12.5 µM]

Next part:
ALOX12 inh	compound
33%	Cn1cc(CCC(=O)Nc2ccc3c(c2)C(=O)N2CCC[C@H]2C(=O)N3)c2ccccc21
49%[activator]	O=C(CC1=CCCCC1)N1CC(c2noc(C3CCCN3CC3CC3)n2)C1 (stereo not drawn)
?	COc1cccc2cc(C(=O)N(Cc3ccccc3)Cc3ccccc3)c(=O)oc12
25%	Cc1ccc(NC(=O)N2CCC3(CC2)SCC(=O)N3Cc2ccccc2)cc1
4%[176 µM]	O=C1N[C@@H]2CCN(C(=O)c3ccc(-c4ccccc4)cc3)[C@@H]2C(=O)N1Cc1ccccc1
-3%	CC(=O)N1CCc2nc3sc(C(=O)Nc4ccc(Cl)cc4)c(N)c3c(C(F)(F)F)c2C1
14%	O=C1c2ccccc2C(=O)N1N=Cc1ccc2c(c1)OCO2
10%[176 µM]	COCCOc1cc(-c2noc([C@@H]3CCCN3C3CCN(C)CC3)n2)ccn1
25%	CCn1ccc(C(=O)N2CCC(N3C(=O)C(OCC4CC4)C34CCCCC4)CC2)n1 (stereo not drawn)
44%[activator]	COc1cccc(CC(=O)NC2CCN(c3cc(-c4ccccc4)[nH]n3)C2)c1 (stereo not drawn)
?	CC(C)OC(=O)c1cc(C(=O)O)c(C(=O)OC(C)C)cc1C(=O)O
34%[activator]	O=C(NCCc1ccccn1)C1CC(=O)N(c2n[nH]c3ccccc23)C1 (stereo not drawn)
4%[176 µM]	CCCC(=O)OCc1ccccc1
?	CC(=O)c1c(C)[nH]c(C(=O)C(C)OC(=O)c2ccc(F)cc2)c1C (stereo not drawn)
40%[activator]	CCNC(=O)N1C[C@@H](Oc2ccccc2)C[C@@H]1C(=O)NCCOC
-13%	CCC(=O)N1CCCC(Cc2ncc(C)n2C(C)C)C1 (stereo not drawn)
-19%	CCc1c(-c2ccc(OC)cc2)ncn1Cc1cccc(-c2ccccc2)c1
0%	CN(C)c1cccc(NC(=O)C2Cc3c(-c4cccnc4)ccnc3O2)c1 (stereo not drawn)
23%[176 µM]	Cc1ccc(-c2nnc3ccc(N(C)c4cccc(C)c4)nn23)nc1
-40%	Fc1ccc(N2CCN(Cc3ncc(-c4ccccc4)o3)CC2)cc1
?	O=S(=O)(Cc1cccc(F)c1)c1ccc2ccccc2c1
25%	Cc1nc(-c2c3n(c(=O)n(CC(=O)Nc4ccccc4)c2=O)CCCC3)no1
20%	CS(=O)(=O)N(CCCC(=O)Nc1ccccc1C(=O)NCC1CCCO1)c1ccccc1 (stereo not drawn)
21%	Cc1ccc2cc(CCC(=O)O)c(=O)[nH]c2c1
5%	CCc1nc2c(c(-c3ccc(O)cc3)n1)CN(Cc1ccc(C)cc1)CC2
?	COc1ccc(C(=O)C(C)OC(=O)C2CCCN2)cc1 (stereo not drawn)
?	O=C1NC[C@H](Cc2ccccc2)N(C[C@@H]2CCCN2C[C@H](Cc2ccccc2)N2C[C@H](Cc3ccccc3)N(CC3CCCCC3)C(=O)C2=O)C1=O
?	CC(C)(C)OC(=O)N/N=C/c1ccc(Cl)c(Cl)c1
58%[activator]	Cc1noc([C@@H]2CN(C(=O)CC(C)(C)C)C[C@H]2CO)n1
4%	C=CCCC(CN1CCOCC1)Oc1nccc(N(C)CC)n1 (stereo not drawn)

Pulled by structure from above, 2 records:
ALOX12 inh	compound
33%	Cn1cc(CCC(=O)Nc2ccc3c(c2)C(=O)N2CCC[C@H]2C(=O)N3)c2ccccc21
20%	CS(=O)(=O)N(CCCC(=O)Nc1ccccc1C(=O)NCC1CCCO1)c1ccccc1 (stereo not drawn)

Going on with the list.
ALOX12 inh	compound
33%[activator]	COc1ccc(-c2noc(CN3CCN(c4ccccc4)CC3C)n2)c(OC)c1OC (stereo not drawn)
-13%	CCOC(=O)c1cc2cc(F)ccc2[nH]1
?	CC1=C(C#N)C(c2ccccc2C(F)(F)F)C(C#N)=C(C)N1
-10%	Cc1ccc(N2CCN(C(=O)c3cc4n(n3)CC(c3ccc(Cl)cc3)OC4)CC2)cc1 (stereo not drawn)
19%	COc1ccc(-c2cc(N3CCCC(NC(=O)C4CCCCC4)C3)n[nH]2)cc1 (stereo not drawn)
?	Cc1ccc(S(=O)(=O)N(C)c2ccc(C(=O)NCC(c3ccco3)N3CCCC3)cc2)cc1 (stereo not drawn)
-11%	CC(C(=O)Nc1ccc2[nH]c(=O)[nH]c2c1)N(C)Cc1ccc(Cl)c(Cl)c1 (stereo not drawn)
-7%	O=C(Cn1ccc2c(Cl)cccc21)Nc1ccc2[nH]ccc2c1
9%	COc1cc(C(=O)N2CCC3(CC2)CC(=O)N(C)C3)ccn1
-3%	CC1CCC(NC(=O)c2[nH]c(C(F)(F)F)nc2-c2ccccc2)CC1 (stereo not drawn)
22%	Cn1nc(C(=O)Nc2ccnn2Cc2ccccc2Cl)c2ccccc2c1=O
124%[activator]	CCCCn1c(=O)[nH]c(=O)c2c1nc(CSc1nnnn1-c1ccc(C)cc1)n2CCC
-1%	COc1ccc(OC)c(S(=O)(=O)N2CCCCCCNC(=O)CC2c2ccccc2)c1 (stereo not drawn)
6%[176 µM]	COCCN1C[C@H]2CN(C(=O)c3ccc(C(F)(F)F)cc3)CCN2C1=O
-13%	COc1ccc(OC)c(CN2CCCCCC2c2cccs2)c1 (stereo not drawn)
23%	Cc1noc(C)c1Cc1ccc(C(=O)N(C)C2CCc3nnc(C)n3CC2)o1 (stereo not drawn)
48%[activator]	CN(Cc1cccc(OCC(O)CN2CCOCC2)c1)Cc1ccc2nonc2c1 (stereo not drawn)
47%[activator]	CCCc1nnc(NC(=O)c2cc(=O)c3cc(C)ccc3o2)s1
12%	O=C1CCCCC(C(=O)NCCN2CCOCC2)N1 (stereo not drawn)
?	O=C(Nc1ccc(N2CCCCCC2)c(C(=O)O)c1)c1ccccc1Cl
-14%	CN1CCc2nc(NC(=O)CN3C(=O)COc4ccccc43)sc2C1
29%	COc1ccccc1C(=O)Nc1ccc2oc(C)nc2c1
?	Cc1cccc(OC[C@H]2C[C@@H](NC(=O)c3c(-c4ccccc4)noc3C)[C@H](O)[C@@H]2O)n1
?	CC(C)=CC(=O)N(Cc1cccs1)C1CC1
-11%	CCOC(=O)c1c(NC(=O)C(C)C)sc(Cc2ccc3c(c2)OCO3)c1C
?	COC(=O)[C@]12CCCCC=C1N(Cc1ccco1)C(=O)[C@H](CC(=O)NCc1ccc(C)o1)C2
-1%	CC(C)CN(CC1CN(C(=O)c2ccc(Cl)c(Cl)c2)CCO1)C(=O)c1ccc(F)cc1 (stereo not drawn)
37%	CCc1nnc(CN(CC)C(=O)COc2ccc(Cl)cc2Cl)o1
23%	COc1ccc(-c2cc(C(F)(F)F)nc(SCC(=O)NC(C)(C)C)n2)cc1
?	O=C(c1ccc(Cl)c(S(=O)(=O)NC2CC2)c1)N1CCN(c2ccccc2O)CC1
?	COC(=O)c1c(N)c(-c2nc3ccccc3s2)nn1-c1ccccc1
?	Cc1ccccc1C1CCCN(C(=O)c2cnc(-c3cccnc3)nc2)C1 (stereo not drawn)
29%[176 µM]	COc1cccc(Nc2cnc3ccc(N4CCOCC4)nn23)c1
-9%	COc1cccc(C(=O)NCC2CCCN(Cc3cnc(C)s3)C2)c1OC (stereo not drawn)
-4%	O=C(/C=C/c1ccccc1)c1ccc2ccccc2c1O
31%	O=C(CCc1ccnc(N2CCCC2)c1)NCc1ccc(F)c(Cl)c1
14%	O=C(c1cccnc1)N1CCC2(C1)C(=NC1CCCC1)NC(=O)N2c1cccnc1 (stereo not drawn)
23%	O=C(CN1CCCCCC1)Nc1nc(-c2ccccc2)cs1
34%[activator]	Cc1ccc(CN2CC[C@H](CO)[C@H](NC(=O)c3cccnc3)C2)s1
-12%	Cc1ccc(-n2nc(-c3c(C)nc4scc(CC(=O)NCc5ccco5)n4c3=O)cc2C)cc1
47%[activator][176 µM]	O=[N+]([O-])c1ccccc1CN1C[C@H](O)C[C@H]1c1nc(-c2ccncc2)no1
11%	Cc1ccccc1CNC(=O)c1ccco1
-1%	CCNC(=O)C1(C)CCCN(C(=O)c2sc(-c3ccccc3)nc2C)C1 (stereo not drawn)
30%	Cc1cc(=O)oc2cc(OCc3cccc4ccccc34)ccc12
3%	CC(CNC(=O)c1[nH]c2ccccc2c1Cl)c1ccccc1 (stereo not drawn)
69%[activator]	CN(C)c1cc(N2CCCC(NC(=O)c3ccccn3)C2)ncn1 (stereo not drawn)
10%	COc1ccc(-c2cc(=O)n(-c3ccc(OC)cc3)[nH]2)cc1
-23%	C=CCCC1CN(Cc2ccc(OC)cc2)S(=O)(=O)c2c(cccc2N2CCCCC2)O1 (stereo not drawn)
?	CC(OC(=O)c1cc(=O)c2cc(Cl)ccc2o1)C(=O)N(C)c1ccccc1 (stereo not drawn)
-1%	CC1(C(=O)Nc2cccc3cccnc23)CCN1C(=O)CCC1CCCC1 (stereo not drawn)
13%	COc1ccccc1CC(=O)N1CCN(c2nc(-c3ccc(Cl)cc3)no2)CC1
60%[activator][176 µM]	COc1ccc(N2CCOC3CCN(Cc4ccccn4)CC3C2=O)cc1 (stereo not drawn)
-3%	COC(=O)c1ccc(C(=O)NCC2CCCCC2)cc1

These rows are one share of the data. The share of hits here may be higher or lower than overall.
